# PfHsp40 yeast: rescue of yeast from PfHsp40 toxicity, primary screen, S. cerevisiae, ATP luminescence | actives 0.68% (n = 340,000) | growth rescue, % at 12.5 µM | S. cerevisiae expressing PfHsp40, growth rescue; in the data active = growth rescue above about 28%, passing the limit was not always enough; inconclusive = no clear call, values can overlap the other calls;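 note: yeast W303a lacking pdr1 and pdr3 grown in galactose medium; growth measured after three days at 30 °C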
# Vc quorum ag: inducers of Vibrio cholerae quorum light production without autoinducers, primary screen, BH1578 luxS cqsA deficient, single point; actives 0.16% (n = 350,000); AID 588436, 2011; activation, % at 18.7 µM; V. cholerae BH1578 lux reporter, luminescence, 6 h; in the data active = activation mostly above about 9.7%, no sharp cut-off; inconclusive = no clear call, values can overlap the other calls; inactive = mostly below about 3.7%; note: not every result past the cut was called active; inactives centre near 0; reference of the scale not given here
# VHR inh abs: VHR1 phosphatase inhibitors, primary screen, biochemical, absorbance, uHTS. recombinant VHR phosphatase, pNPP absorbance. inhibition, % at 13.3 µM. actives 0.52% (n = 290,000). AID 1654, 2009; in the data active = inhibition above about 50%; note: some compounds called inactive have numbers as strong as hits
# Target sequence (P51452 whole entry, looked up): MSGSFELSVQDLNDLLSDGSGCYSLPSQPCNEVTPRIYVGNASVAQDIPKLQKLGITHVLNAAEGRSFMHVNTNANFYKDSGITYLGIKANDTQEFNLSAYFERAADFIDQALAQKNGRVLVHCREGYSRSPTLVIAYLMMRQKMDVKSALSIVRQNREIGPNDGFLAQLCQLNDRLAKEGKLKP
# Rv3671c protease: Rv3671c serine protease inhibitors, primary screen, biochemical, fluorescence polarization, M. tuberculosis H37Rv | P9WHR9 | inhibition, % at 5.96 µM | actives 0.048% (n = 320,000); in the data active = inhibition above about 38%;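 note: extracellular domain of Rv3671c used as enzyme; 0% = enzyme with DMSO and 100% = no enzyme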
# Y pestis TopoI: Yersinia pestis topoisomerase I inhibitors, primary screen, biochemical, cleavage product accumulation, plate reader, single point; DNA topoisomerase I (Yersinia pestis CO92); activity, % at 10 µM; actives 0.064% (n = 360,000); AID 504884, 2011; Y. pestis Topo-I cleavage product accumulation; in the data active = activity above about 50%, passing the limit was not always enough; inconclusive = no clear call, values can overlap the other calls; note: inactives centre near 2
# TcdB GH inh: TcdB glycohydrolase inhibitors, primary screen, biochemical, single point, plate reader; Toxin B (Clostridioides difficile), P18177; TcdB glycohydrolase enzymatic assay; inhibition, % at 9.99 µM; actives 0.24% (n = 350,000); in the data active = inhibition above about 10%
# SARS 3CLpro inh: SARS-CoV 3CLpro protease inhibitors, primary screen, biochemical, quenched FRET; Replicase polyprotein 1ab (Severe acute respiratory syndrome coronavirus), P0C6X7; recombinant SARS-CoV 3CLpro, quenched FRET peptide cleavage; inhibition, % at 6 µM; actives 0.14% (n = 290,000); AID 1706, 2009; in the data active = inhibition above about 12%
# SSB-PriA inh: inhibitors of Klebsiella pneumoniae PriA binding to SSB C-terminal tail, primary screen, biochemical, AlphaScreen. PriA–SSB C-terminal tail interaction (Klebsiella pneumoniae). AlphaScreen SSBct-PriA binding, biotinylated peptide. inhibition, % at 33 µM. actives 0.6% (n = 430,000). AID 1272365, 2023; in the data active = inhibition mostly above about 37%, no sharp cut-off; inactive = mostly below about 20%;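 note: plate controls were negative control peptide for no effect and reference peptide for full effect; strong numbers were not always called active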
# Anthrax LF inh2: Bacillus anthracis LF protease inhibitors, primary screen, biochemical, multiplex microsphere, MLPCN library; actives 0.12% (n = 360,000); AID 588501, 2011; multiplex microsphere protease cleavage assay; inhibition, % at 10 µM; Lethal factor (Bacillus anthracis), P15917; in the data active = inhibition above about 30%; inconclusive = no clear call, values can overlap the other calls; note: plate controls were buffer without enzyme for full effect and enzyme alone for no effect
# Target sequence (P15917 whole entry, looked up): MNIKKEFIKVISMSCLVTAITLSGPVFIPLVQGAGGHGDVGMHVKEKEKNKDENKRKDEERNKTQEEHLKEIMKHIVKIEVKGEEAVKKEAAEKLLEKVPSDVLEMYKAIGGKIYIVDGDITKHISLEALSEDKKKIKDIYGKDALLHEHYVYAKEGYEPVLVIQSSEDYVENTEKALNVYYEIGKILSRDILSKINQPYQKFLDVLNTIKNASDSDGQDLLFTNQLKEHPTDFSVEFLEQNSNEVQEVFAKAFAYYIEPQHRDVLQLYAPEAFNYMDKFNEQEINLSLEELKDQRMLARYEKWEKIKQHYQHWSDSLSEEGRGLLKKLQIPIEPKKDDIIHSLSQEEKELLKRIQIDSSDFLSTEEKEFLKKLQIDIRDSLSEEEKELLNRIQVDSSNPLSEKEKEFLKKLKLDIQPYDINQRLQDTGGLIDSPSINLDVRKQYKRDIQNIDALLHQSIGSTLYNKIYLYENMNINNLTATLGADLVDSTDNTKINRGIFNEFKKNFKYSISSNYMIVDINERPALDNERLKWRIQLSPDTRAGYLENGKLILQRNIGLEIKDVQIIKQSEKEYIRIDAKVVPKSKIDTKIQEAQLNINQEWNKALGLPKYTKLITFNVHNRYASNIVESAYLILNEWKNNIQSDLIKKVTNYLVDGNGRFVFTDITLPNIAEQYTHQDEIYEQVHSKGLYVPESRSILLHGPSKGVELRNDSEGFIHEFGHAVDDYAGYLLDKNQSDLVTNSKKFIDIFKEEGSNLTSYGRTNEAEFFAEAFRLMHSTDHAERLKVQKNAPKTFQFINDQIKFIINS
# MazEF act: activators of E. coli MazEF toxin-antitoxin RNase, primary screen, biochemical, fluorescence, uHTS; Endoribonuclease toxin MazF (Escherichia coli (strain K12)), P0AE70; FAM/BHQ RNA-DNA oligo cleavage fluorescence, 5 h; activation, % at 20 µM; actives 0.32% (n = 350,000); in the data active = activation above about 50%
# Target sequence (P0AE70 whole entry, looked up): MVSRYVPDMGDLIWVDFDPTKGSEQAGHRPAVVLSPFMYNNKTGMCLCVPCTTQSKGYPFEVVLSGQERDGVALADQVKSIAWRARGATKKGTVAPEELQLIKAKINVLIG
# * hit, by the source's call; i = inactive; u = inconclusive; x = no result given. Some of the compounds tested (hit frequency here may not be typical).
SMILES,PfHsp40 yeast,Vc quorum ag,VHR inh abs,Rv3671c protease,Y pestis TopoI,TcdB GH inh,SARS 3CLpro inh,SSB-PriA inh,Anthrax LF inh2,MazEF act
COc1ccccc1-c1cnc(C(O)c2ccc(C(C)(C)C)cc2)[nH]1 (stereo unspecified),x,i,x,x,2,0.9,x,x,-1,x
Cc1[nH]nc2c1C1(CCOCC1)C(C#N)=C(N)O2,1.4,0.2,8,2,2,-3.9,2,-16,-2,0
CCCN(C(=O)COc1ccc(C(C)=O)cc1OC)C1CCS(=O)(=O)C1 (stereo unspecified),0.5,-0.5,x,6,-2,-1.0,x,1,-9,8
O=C(/C=C/c1ccc(Br)o1)OCc1nc2ccsc2c(=O)[nH]1,-1.3,i,x,2,1,0.2,x,-1,2,-19
C=C(C)Cn1c(CCCNC(=O)CCC)nc2ccccc21,-0.8,2.9,16,1,-1,x,3,-5,-1,-1
Cc1ccc(C2C(C(N)=S)=C(N)OC3=C2C(=O)CC(C)(C)C3)cc1 (stereo unspecified),1.5,i,-5,-1,-2,x,3,-12,-1,10
CC(N=Cc1cc([N+](=O)[O-])ccc1O)c1ccccc1 (stereo unspecified),2.9,-0.3,-21,4,-5,0.2,-3,-13,0,2
O=C(CCc1c[nH]c2ccccc12)NCC(=O)Nc1ccc(F)c(F)c1F,-0.8,i,47,6,1,0.5,1,-11,0,5
COC(=O)CSc1ccccc1C(=O)OC,-0.7,-6.2,-19,7,-2,-0.6,-1,3,0,4
CN(C(=O)C12CC3CC(CC(C3)C1)C2)C1(C)CCS(=O)(=O)C1 (stereo unspecified),0.0,-0.2,4,-7,-4,x,0,-6,1,-1
Cc1ccsc1/C=C/C1=Cc2c(sc(NC(=O)CSc3n[nH]c(N)n3)c2C#N)C(C)(C)C1,1.1,-0.2,31,-66,-3,x,3,4,33*,11
O=C(NCC1CCCO1)C1CCCCN1S(=O)(=O)c1ccc(F)cc1 (stereo unspecified),-0.6,i,22,2,4,x,-1,10,0,0
CCOC(=O)C1CCN(C(=O)c2cc3cc(F)ccc3[nH]2)CC1,2.0,i,6,x,1,0.3,4,-5,2,3
Cc1ccnc(NS(=O)(=O)c2ccc(NS(=O)(=O)c3cc(Cl)ccc3Cl)cc2)n1,2.0,2.0,39,2,-10,1.3,1,-3,0,-2
O=C(Nc1nc(-c2nc3ccccc3s2)cs1)c1ccc(S(=O)(=O)N2CCOCC2)cc1,0.5,-0.4,10,-13,7,x,-2,7,-4,-7
Cc1cc(NN)nc2ccc(Cl)cc12,-0.2,-0.3,12,-1,2,-2.0,-4,-5,-3,-16
COc1ccc(NS(=O)(=O)c2cccc(C(=O)NN=Cc3ccc(O)c(OC)c3)c2)cc1,-0.4,-3.2,x,-17,-1,2.5,x,2,2,-11
CCOC(=O)C1=C(COC(=O)C2CC(=O)N(CCc3ccccc3)C2)NC(=O)NC1C (stereo unspecified),0.1,-0.7,x,-5,6,1.9,x,-4,-8,1
CCOC(=O)c1[nH]c2c(c1-c1ccccc1)C(=O)CC(c1ccc(Cl)cc1)C2 (stereo unspecified),-0.1,-0.2,-7,-9,4,0.9,-2,8,-3,6
Cc1ccc(C(=O)N2CCN(Cc3ccc4c(c3)OCO4)CC2)o1,-0.9,i,27,2,16,x,-6,-8,3,-3
CC(C)(/C=N/O)/[N+]([O-])=C/C=[N+](\[O-])C(C)(C)/C=N/O,0.5,-0.2,2,3,-4,x,6,x,-1,4
Cc1ccc(-c2nnc(N(C)C(=O)c3ccccn3)s2)cn1,0.4,i,21,-4,1,x,-6,-17,2,2
CNC(=S)NNC(=O)c1cc(C(C)(C)C)nn1Cc1ccc(F)cc1,0.1,-0.5,10,11,-11,2.0,1,-1,-4,2
CCN(CC(=O)Nc1c(F)cccc1F)C(=O)/C=C/c1c(C)nn(-c2ccc(F)cc2)c1C,1.1,i,x,-4,-8,-0.7,x,-2,-2,-8
CC1(C)CCc2nc(SCc3ccccc3)c(C#N)cc2C1,-0.9,-0.7,0,-3,9,x,-5,-12,-4,0
COc1cc(C(=O)Nc2ccc(S(=O)(=O)Nc3cc(C)on3)cc2)cc(OC)c1OC,0.8,i,14,7,1,x,-3,-11,-1,-1
CC(C)(C)OC(=O)NCCCC[C@H](NC(=O)c1nc[nH]c1C(=O)NCc1ccccc1)C(=O)OC(C)(C)C,1.0,-1.1,10,-16,8,0.9,1,-1,1,6
COC(=O)c1ccc(NC2=C(Cl)C(=O)OC2OC(=O)c2ccccc2)cc1 (stereo unspecified),0.1,-0.6,-4,-9,-2,0.2,-2,-7,10,-3
Cc1c(N=N/C(C(=O)Nc2ccccc2)=C(/O)c2ccccc2)c(=O)n(-c2ccccc2)n1C,-0.6,i,20,8,3,1.0,5,-5,-2,-16
Cc1cc(Br)c2nc3c(c(C(=O)O)c2c1)CCCCC3,-1.9,-3.3,22,-4,-1,x,2,-14,0,1
N#Cc1cc2cc3c(cc2nc1SCC(=O)N1CCOCC1)OCCO3,0.6,-0.1,2,-2,-5,-0.8,1,-14,-8,1
N#C/C(=C\c1ccc([N+](=O)[O-])o1)C(=O)Nc1ccc(F)cc1,-0.4,3.7,24,-3,1,0.8,-1,4,-2,1
COc1ccc(-c2cc(CCCC(=O)NCCc3ccc(OC)cc3OC)no2)cc1,1.8,i,12,-2,-2,x,-4,-10,-2,-23
CCOC(=O)C1=C(COC(=O)CNC(=O)c2ccccc2F)NC(=O)NC1C (stereo unspecified),1.0,i,x,4,11,2.1,x,1,-4,-4
Cc1cc(SCc2cccc(C(F)(F)F)c2)nc(=O)[nH]1,-1.1,-2.0,-10,0,-5,x,0,-10,2,12
CSc1nnc2c(n1)c(C)nn2-c1ccc(C)cc1,-1.3,i,-5,-4,9,x,-4,4,17,16
COc1ccc(C(=O)Nn2c(C)nc3ccccc3c2=O)cc1OC,-0.4,i,26,-9,9,0.6,-2,-1,-1,10
CCOC(=O)c1cc(-c2nnc(SCC(=O)Nc3ccc(F)cc3)o2)c(C)nc1C,0.4,i,-5,-4,7,x,3,-6,2,15
Cn1c(=O)c(C(N)=S)cn(-c2ccccc2)c1=O,-0.4,-1.5,16,3,1,-0.1,0,-11,0,-2
CC(=O)OC[C@@H]1CN(Cc2ccccc2)C[C@H](n2cnc3c(NC4CCCC4)ncnc32)O1,x,i,x,x,14,1.1,x,x,1,x

# A portion of the results above, for reference:
SMILES,PfHsp40 yeast,Vc quorum ag,VHR inh abs,Rv3671c protease,Y pestis TopoI,TcdB GH inh,SARS 3CLpro inh,SSB-PriA inh,Anthrax LF inh2,MazEF act
N#Cc1cc2cc3c(cc2nc1SCC(=O)N1CCOCC1)OCCO3,0.6,-0.1,2,-2,-5,-0.8,1,-14,-8,1
N#C/C(=C\c1ccc([N+](=O)[O-])o1)C(=O)Nc1ccc(F)cc1,-0.4,3.7,24,-3,1,0.8,-1,4,-2,1
COc1ccc(-c2cc(CCCC(=O)NCCc3ccc(OC)cc3OC)no2)cc1,1.8,i,12,-2,-2,x,-4,-10,-2,-23
CCOC(=O)C1=C(COC(=O)CNC(=O)c2ccccc2F)NC(=O)NC1C (stereo unspecified),1.0,i,x,4,11,2.1,x,1,-4,-4

# The results go on.
SMILES,PfHsp40 yeast,Vc quorum ag,VHR inh abs,Rv3671c protease,Y pestis TopoI,TcdB GH inh,SARS 3CLpro inh,SSB-PriA inh,Anthrax LF inh2,MazEF act
COC(=O)c1cc(NC(=O)CN2C(=O)CSC2=O)ccc1Cl,1.0,-9.1,4,-2,0,x,2,-9,2,0
COc1ccccc1N1CCN(C(=O)CSc2ccc3c(C)cc(C)nc3n2)CC1,1.0,-0.4,13,1,25,x,2,1,-9,2
CN1CCN(C(=O)C2=C[C@H](c3ccc(C(F)(F)F)cc3)C[C@H](OCCCCO)O2)CC1,-0.7,i,x,-8,-4,0.1,x,10,-1,5
Cc1cccnc1NC(=S)Nc1ncccc1C,-1.3,i,16,-7,-1,0.0,1,5,6,9
COc1ccc(CCNC2CCN(C)CC2)cc1OC,0.3,-1.0,8,0,7,x,-2,8,1,7
Clc1cc(Br)ccc1OCCN1CCOCC1,-1.1,-0.2,8,0,5,1.2,0,-20,0,-3
O=C(COc1ccc(S(=O)(=O)N2CCOCC2)cc1)NC1CCCCC1,1.3,-2.6,x,-1,5,2.8,x,-9,-2,3
CC12CC3CC(C)(C1)CC(NCc1ccncc1)(C3)C2,0.3,-2.1,22,3,-2,0.1,-6,-9,-5,3
CCOc1ccc(NC(=O)COc2cccc3c2CCN(Cc2cccnc2)C3=O)cc1,-1.2,0.0,30,-11,3,-0.7,-5,4,3,0
COc1cccc(CNC(=O)c2ccc3c(c2)N(C)CCS3)c1OC,1.2,i,21,2,12,1.3,1,-1,0,4
CCOC(=O)C1(CCc2ccccc2)CCN(C2Cc3ccccc3C2)CC1,-0.4,-0.2,-4,-8,14,1.3,-1,-23,-7,-1
Clc1ccc(C2Nc3cccc4cccc(c34)N2)cc1Cl,-0.4,-0.3,0,2,-35,1.3,-1,6,-10,7
CC(=O)NC(Cc1ccc(F)cc1)C(=O)NC1CCN(C(=O)Nc2cccc(C)c2)CC1 (stereo unspecified),-0.5,-0.3,1,-11,-10,0.8,-3,4,0,12
CCN(CC)C(=O)CSc1nc2c(sc(=S)n2-c2ccccc2)c(=O)n1-c1ccccc1OC,0.7,i,9,x,8,-0.7,1,-9,-3,0
Cc1ccc(F)cc1CNC(=O)C1CCC(=O)N(CCc2ccccc2)C1 (stereo unspecified),-1.0,-7.1,-15,5,-3,-2.6,0,-11,0,2
Cc1ccc(-c2noc(C3CCCN(C(=O)c4ccccc4)C3)n2)o1 (stereo unspecified),-1.2,i,-8,-6,-3,x,-1,1,1,-13
CCOc1ccccc1N=NC1C(=O)N(C(N)=S)N=C1C (stereo unspecified),0.0,-0.3,22,-5,2,0.8,-1,-13,-3,20
CCC1=NC(c2ccccc2)N(O)C1(C)C (stereo unspecified),u,-0.8,6,-2,-5,x,-1,-9,7,-4
CC(C)CC(=O)N1CCN(Cc2ccccc2[N+](=O)[O-])CC1,1.7,-0.2,-17,6,-8,1.0,-7,-9,-3,8
COc1ccc(Cl)cc1NC(=O)c1c(-c2ccccc2)noc1C,0.4,x,18,4,-1,x,0,-12,2,4
CC1C/C(=N\NC(=O)c2ccc([N+](=O)[O-])cc2)CC(C)(C)C1 (stereo unspecified),-1.1,i,15,7,3,-5.7,4,x,-7,5
CCOC(=O)C1CCCN(C(=O)c2ccc3ccccc3c2)CC1 (stereo unspecified),x,i,x,x,11,0.9,x,x,0,x
CCOC(=O)C1=C(C)NC(C)=C(C(=O)OCC)C1C(=O)OCC(=O)NC,-2.0,-2.2,5,5,2,2.1,2,-14,-3,2
CC1=C(C(=O)NC2CCCC(C)C2C)C2(CCCCC2)OC1=O (stereo unspecified),-0.5,-0.2,-32,-6,4,1.0,-6,-9,-5,9

# In a second layout: results already given
# Each structure is followed by: PfHsp40 yeast	Vc quorum ag	VHR inh abs	Rv3671c protease	Y pestis TopoI	TcdB GH inh	SARS 3CLpro inh	SSB-PriA inh	Anthrax LF inh2	MazEF act
CCOC(=O)C1=C(C)NC(C)=C(C(=O)OCC)C1C(=O)OCC(=O)NC
  -2.0	-2.2	5	5	2	2.1	2	-14	-3	2
CC1=C(C(=O)NC2CCCC(C)C2C)C2(CCCCC2)OC1=O (stereo unspecified)
  -0.5	-0.2	-32	-6	4	1.0	-6	-9	-5	9

# Source: PubChem
